Screening results deposited in PubChem by The Scripps Research Institute Molecular Screening Center.
PAFAH1B3 FP inh: blocks human PAF acetylhydrolase 1B catalytic subunit 3; Q15102; recombinant PAFAH1B3, FP-rhodamine probe, fluorescence polarization; inhibition, % at 3.39 µM; actives 0.28% (n = 340,000);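 active = inhibition above the screen-wide average of all tested compounds plus 3 SD, cut at about 25% in these data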;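 note: 0% = enzyme with DMSO only and 100% = wells lacking PAFAH1B3 protein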
ZTA DNA inh: ZTA (EBV) inhibition in EBNA-1 counter-screen; P03206; ZTA-DNA binding, fluorescence polarization; inhibition, % at 11 µM; actives 0.15% (n = 320,000); in the data active = inhibition above about 33%
LYPLA1 inh: LYPLA1 (human) inhibition in PME1 counter-screen; O75608; recombinant LYPLA1, FP-Rh probe fluorescence polarization; inhibition, % at 5.9 µM; actives 0.16% (n = 320,000); AID 2174;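 active = inhibition above the mean of all tested compounds plus 3 SD, set per campaign, cut at about 14% in these data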;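 note: inhibitors block serine hydrolase probe labeling of LYPLA1 so polarization falls; 0% = enzyme with DMSO and 100% = wells lacking LYPLA1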
LYPLA2 counter: LYPLA2 (human) inhibition in PME1 counter-screen | O95372 | recombinant LYPLA2, FP-Rh probe fluorescence polarization | inhibition, % at 5.9 µM | actives 0.38% (n = 320,000) | AID 2177;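 active = inhibition above the screen-wide mean plus 3 SD, limit set per campaign, cut at about 26% in these data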;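 note: 0% = LYPLA2 with DMSO and 100% = wells lacking LYPLA2 enzyme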
PAD4 inh: PAD4 (human) enzyme inhibition; Q9UM07; recombinant PAD4, RCA probe fluorescence polarization; inhibition, % at 6.36 µM; actives 0.41% (n = 330,000); AID 485272;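 active = percent inhibition above a cutoff equal to the mean of all tested compounds plus 3 SD, cut at about 15% in these data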;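 note: 0% = PAD4 with RCA probe and DMSO and 100% = probe without PAD4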
GSTO1 inh: blocks human GSTO1 in RBBP9 counter-screen. recombinant GSTO1, activity-based probe fluorescence polarization. inhibition, % at 5.96 µM. P78417. actives 1.1% (n = 300,000);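 active = inhibition above the campaign mean inhibition plus 3 SD, cut at about 35% in these data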;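 note: 0% = GSTO1-1 with DMSO and 100% = wells lacking GSTO1-1 enzyme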
EBNA-1 inh: blocks EBNA-1 binding to DNA. actives 0.34% (n = 300,000). inhibition, % at 14.8 µM. EBNA-1 DNA binding, fluorescence polarization; in the data active = inhibition above about 28%
PAFAH2 FP inh: inhibitors of human PAFAH2 | AID 492956 | recombinant PAFAH2, FP-rhodamine activity probe, fluorescence polarization | inhibition, % at 3.39 µM | actives 0.99% (n = 340,000);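 active = inhibition above the mean over all tested compounds plus 3 SD, cut at about 30% in these data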;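 note: inhibitors block probe labeling of enzyme so polarization drops; 0% = enzyme with DMSO and 100% = wells lacking PAFAH2 protein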
PREPL inh: human PREPL enzyme inhibition; actives 0.68% (n = 320,000); inhibition, % at 5.96 µM; recombinant PREPL, fluorescence polarization activity-based probe; AID 2751; in the data active = inhibition above about 43%;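 note: 0% = enzyme with DMSO and 100% = wells lacking enzyme; many of its hits are not listed in these tables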
Active calls of the source: *; / = not tested or not shown. This is a subset; the hit share may differ from the screen's.

| Compound | LYPLA1 inh | GSTO1 inh | PAFAH2 FP inh | PREPL inh | PAFAH1B3 FP inh | EBNA-1 inh | PAD4 inh | ZTA DNA inh | LYPLA2 counter |
| --- | --- | --- | --- | --- | --- | --- | --- | --- | --- |
| CC(=O)N(C)c1ccc(N=Cc2c(O)ccc3ccccc23)cc1 | 5 | 25 | 5 | 4 | 0 | -8 | -10 | -12 | 9 |
| O=C(NCc1ccncc1)C(=O)NCC1OCCCN1S(=O)(=O)c1ccc(F)cc1 (stereo not drawn) | -4 | 2 | -3 | -5 | -2 | 2 | 2 | 2 | 2 |
| CC(=O)c1cccc(NC(=O)c2ccc(C)c(S(=O)(=O)N3CCOCC3)c2)c1 | -4 | -1 | 9 | 12 | 9 | 6 | -1 | 5 | -6 |
| CC(CCn1cccn1)NC(=O)c1cc(COc2ccc(F)cc2F)on1 (stereo not drawn) | -2 | 4 | -5 | 6 | -5 | -4 | -7 | -15 | 2 |
| O=c1nc2c(-c3cccc(Br)c3)n[nH]n2c2ccccc12 | 1 | -9 | 7 | -3 | 0 | 0 | -2 | 2 | 5 |
| Cc1ccccc1-c1cc(C(=O)NCC2CC2)n(CC2CC(c3cccnc3)=NO2)n1 (stereo not drawn) | 6 | / | 2 | 2 | 2 | / | -5 | 1 | 0 |
| Nc1nc(NC2CCCCC2)nc(NCCO)c1[N+](=O)[O-] | -2 | 1 | -1 | 12 | 2 | -21 | -1 | -16 | 1 |
| O=C1[C@H]2[C@@H](c3ccc(F)cc3)N3C(=O)N(c4cccc(Br)c4)C(=O)[C@@]3(Cc3ccccc3)[C@H]2C(=O)N1C1CCCCC1 | -6 | -2 | -1 | -5 | -3 | 10 | 8 | 4 | -10 |
| COCCn1c(C)cc(/C=N/NC(=O)c2cc3ccccc3cc2O)c1C | -13 | / | 0 | 20 | 14 | / | -3 | -18 | 4 |
| O=C(Oc1ccc(N(C(=O)c2ccncc2)S(=O)(=O)c2ccc(F)cc2)cc1)c1ccncc1 | 5 | 5 | 7 | 2 | -2 | 5 | -3 | 2 | 7 |
| CN(CC(=O)Nc1c(Cl)cccc1Cl)C(=O)CC1OC(=O)c2ccccc21 (stereo not drawn) | -2 | / | 0 | -1 | 8 | / | 1 | 0 | -1 |
| O=[N+]([O-])c1cc2c(cc1/C=N/Nc1nc(Nc3ccccc3)nc(N3CCCCC3)n1)OCO2 | 1 | -1 | -8 | 5 | -8 | -12 | -2 | -3 | 0 |
| Cn1cnnc1SCC(=O)NC1CC1 | / | / | 3 | -7 | 8 | / | 1 | / | / |
| CCOC(=O)c1c(N=CN(C)C)c(C#N)n2c1CCC2 | -2 | -1 | 10 | -4 | 6 | -2 | -1 | 11 | -2 |
| COc1ccc(C(=O)C2CCCN(C(=O)C3=CCCC3)C2)c(C)c1 (stereo not drawn) | 3 | 9 | 0 | 0 | -2 | -7 | -4 | -7 | 6 |
| Cc1ccccc1-c1nc(CS(=O)CC(=O)NCCN2CCOCC2)c(C)o1 (stereo not drawn) | 0 | -1 | 1 | -11 | 4 | 3 | -1 | 6 | -1 |
| CSc1nsc(/C=C/Nc2ccc(C)c(C)c2)c1C#N | -8 | -1 | -5 | 1 | -9 | 6 | -8 | 1 | -2 |
| COc1ccc(/C=C2\SC(=S)N(CCCC(=O)N3CCOCC3)C2=O)cc1 | 1 | 8 | -6 | 29 | 1 | -4 | 0 | 2 | 6 |
| CC(C#N)Sc1ccc(S(=O)(=O)N2CCCCC2)cn1 (stereo not drawn) | 1 | / | 6 | 4 | 6 | / | 2 | -2 | 2 |
| COc1ccc(C(=O)/C=C2/C(=O)Nc3ccccc32)c(OC)c1 | -6 | -6 | 0 | 2 | 6 | 7 | -1 | -1 | -9 |

Another view of 2 compounds above.
Value order: LYPLA1 inh | GSTO1 inh | PAFAH2 FP inh | PREPL inh | PAFAH1B3 FP inh | EBNA-1 inh | PAD4 inh | ZTA DNA inh | LYPLA2 counter
CCOC(=O)c1c(N=CN(C)C)c(C#N)n2c1CCC2
    -2 | -1 | 10 | -4 | 6 | -2 | -1 | 11 | -2
COc1ccc(C(=O)C2CCCN(C(=O)C3=CCCC3)C2)c(C)c1 (stereo not drawn)
    3 | 9 | 0 | 0 | -2 | -7 | -4 | -7 | 6

Going on with the list.
| Compound | LYPLA1 inh | GSTO1 inh | PAFAH2 FP inh | PREPL inh | PAFAH1B3 FP inh | EBNA-1 inh | PAD4 inh | ZTA DNA inh | LYPLA2 counter |
| --- | --- | --- | --- | --- | --- | --- | --- | --- | --- |
| CCC1=NN(C(=O)C(=O)NCCc2ccccc2)C(O)(C(F)(F)F)C1 (stereo not drawn) | -1 | -1 | 5 | 2 | 6 | 2 | 2 | 3 | -2 |
| O=C(COC(=O)c1ccc2c(c1)OCCO2)Nc1cc(S(=O)(=O)N2CCOCC2)ccc1Cl | 0 | -7 | 64* | -6 | 3 | -13 | -5 | 0 | 5 |
| Cc1ccc(NC(=O)c2sccc2SCc2cccc(C(F)(F)F)c2)cc1 | -10 | -3 | -10 | 12 | -2 | 1 | -2 | -10 | -13 |
| O=C(Nc1ccccc1)c1ccccc1CC[N+](=O)[O-] | 4 | -3 | 1 | -8 | 1 | -2 | 3 | 15 | -2 |
| Cc1ccc(-n2nnc(-c3cc4ccccc4n3C)n2)cc1 | 1 | -12 | 1 | 9 | 2 | -3 | -9 | -4 | -5 |
| CC1Cc2cc(S(=O)(=O)N3CCC(C(=O)N4CCN(c5ccccc5F)CC4)CC3)ccc2N1C(=O)C1CC1 (stereo not drawn) | 7 | -3 | 13 | 5 | 2 | 2 | -6 | 9 | 23 |
| COc1ccccc1C(=O)CSc1nnc(-c2ccco2)o1 | 5 | 1 | -2 | 9 | 13 | 1 | 0 | -19 | 5 |
| COC(=O)CCNS(=O)(=O)c1ccc2nsnc2c1 | 1 | 4 | 1 | 3 | 8 | 2 | 2 | 0 | 13 |
| Cc1ccc(C(=O)Nc2c(N)nc(SCC(=O)Nc3cc(C)on3)[nH]c2=O)cc1 | 4 | 3 | 0 | 2 | 8 | 2 | -5 | -4 | 0 |
| O=C(NNC(=O)c1ccc[nH]1)Nc1cc(Cl)cc(Cl)c1 | -1 | -2 | / | -11 | / | -9 | 2 | -8 | 0 |
| COc1ccccc1NC(=O)c1nc(S(=O)(=O)Cc2ccccc2)ncc1Cl | -6 | -16 | -5 | 2 | -2 | 0 | 2 | -7 | -4 |
| CC(=O)Nc1ccc(Nc2ccc3nonc3c2[N+](=O)[O-])cc1 | 0 | 10 | 4 | 20 | 5 | -19 | -6 | 1 | 2 |
| COc1ccccc1NC(=S)NNC(=O)c1ccc(O)cc1 | 3 | -3 | 1 | -7 | -5 | 11 | -1 | -15 | 2 |
| CCOC(=O)N1CCC2(CC1)C(C#N)=C(N)OC1=C2C(=O)CCC1 | -2 | 1 | -1 | -10 | 4 | -1 | 1 | 0 | -3 |
| CCOc1ccc(CNC(=O)CCCC(=O)n2nc(C)c3ccccc32)cc1 | 1 | 2 | 4 | 4 | -3 | 6 | -2 | 9 | 4 |
| C/C(O)=C(/C=NCC(=O)O)C(=O)Nc1nccs1 | -1 | -5 | -5 | -5 | 3 | 0 | -2 | -12 | 2 |
| CC1CC(C)CN(CC(O)COCc2ccccc2F)C1 (stereo not drawn) | 4 | 5 | 4 | -3 | 4 | 13 | 3 | 11 | -1 |
| Cn1c2ccccc2c2c(C(=O)O)cn(C3CCCC3)c(=O)c21 | 0 | 3 | 6 | 9 | 5 | 1 | -1 | -4 | -1 |
| CCCCN1C(=O)c2ccccc2C1C(=O)NC1CCCC1 (stereo not drawn) | 1 | 0 | 3 | 1 | 1 | -2 | -3 | -3 | 4 |
| Cc1ccc(N(CC(O)COCc2ccco2)S(=O)(=O)c2ccc(C)cc2)cc1 (stereo not drawn) | -2 | -14 | 9 | 2 | -7 | -7 | -4 | -11 | 2 |
| CCOC(=O)c1cc2c(=O)n3ccccc3nc2n(CC(C)C)c1=NC(=O)c1ccco1 | -1 | 0 | 2 | -3 | 6 | -2 | -2 | 17 | -2 |
| Cc1nn(-c2ccccc2)c(C)c1/C=N/NC(=O)CSc1nnc(-c2ccccc2)n1-c1ccc(Cl)cc1 | -2 | 4 | 3 | -8 | -10 | 1 | 1 | -20 | 2 |
| CCCCN1CC(COc2ccccc2)OC1=O (stereo not drawn) | 3 | -4 | 6 | -26 | 0 | -1 | 1 | 5 | 4 |
| CCCSc1ccc([C@@H]2[C@@H]3C(=O)N(C)C(=O)[C@@H]3[C@]3(C(=O)OC)CCCN23)cc1OC | 1 | 1 | 8 | -4 | -11 | 11 | -2 | -7 | 0 |
| CCc1cc(C(=O)N2CCCC(C(=O)c3cccc(OC(C)C)c3)C2)n(C)n1 (stereo not drawn) | 5 | -1 | 4 | 4 | 7 | 11 | 2 | 4 | 12 |
| CC(=NNC(=O)c1ccc(NS(=O)(=O)c2cccs2)cc1)c1ccc(OCC(N)=O)cc1 | / | / | -1 | 7 | 8 | / | 0 | / | / |
| CC(=O)c1nn(-c2cccc(Br)c2)cc1C(=O)c1ccc(Cl)cc1 | -1 | -4 | -1 | -6 | -4 | 13 | 0 | 14 | -7 |
| N#Cc1ccccc1OCCN1C(=O)c2ccccc2C1=O | 1 | -4 | -8 | -12 | 1 | 11 | 2 | -7 | -2 |
| O=C(Cn1nc(C(=O)O)c2ccccc2c1=O)Nc1cccc(S(=O)(=O)N2CCCCCC2)c1 | / | / | 3 | 9 | -5 | / | -8 | / | / |
| Cc1ccc(Cn2ncn3c(cc4ccccc43)c2=O)cc1 | 1 | 14 | 2 | 10 | 5 | 7 | -1 | -1 | 5 |
| Cc1nc2c(-c3ccc(F)cc3)c(C)nn2c(C)c1CCC(=O)NCc1ccco1 | 3 | 0 | -5 | 9 | 6 | -11 | -2 | -15 | 2 |
| O=C(OCc1ccc(F)cc1)c1ccc2ccccc2n1 | -3 | 1 | 7 | 8 | 8 | -4 | 0 | -1 | 0 |
| Cc1ccc(-c2cc(C(F)(F)F)n3ncc(C(=O)NCc4ccco4)c3n2)cc1 | 2 | -1 | 5 | -3 | -9 | 0 | 0 | -11 | 3 |
| Fc1ccc(N2CCN(Cc3cnc(Oc4ccc(Br)cc4)s3)CC2)cc1 | 4 | 1 | 2 | -64 | 10 | -6 | 3 | -7 | 8 |
| CC(C)=CCC[C@](C)(O[C@@H]1O[C@H](CO[C@@H]2OC[C@@H](O)[C@H](O)[C@H]2O)[C@@H](O)[C@H](O)[C@H]1O)C1CC[C@]2(C)C1[C@H](O)CC1[C@@]3(C)CC[C@H](O[C@@H]4O[C@H](CO)[C@@H](O)[C@H](O)[C@H]4O)C(C)(C)C3CC[C@]12C (stereo partly drawn) | / | / | -2 | 12 | 3 | / | 4 | / | / |
| CC(C)CC(NC(=O)C(CO)NC(=O)C1CCC(=O)N1)C(N)=O (stereo not drawn) | 4 | 2 | -3 | -4 | -1 | 7 | 1 | 3 | -1 |
| CCn1cc(Br)c(C(=O)Nc2sc3c(c2C(N)=O)CCCC3)n1 | -2 | -5 | -1 | 3 | -18 | 12 | 0 | -5 | 0 |
| O=C(Nc1ccccc1)N1CCSCC1 | -1 | 8 | -9 | -8 | 3 | 4 | -7 | 0 | 0 |
| Cc1c(O)c(S(=O)c2ccccc2)c(=O)n(-c2ccccc2)c1-c1ccccc1 (stereo not drawn) | -1 | 8 | 6 | 0 | 7 | 18 | -1 | 5 | 4 |
| CCn1c(C)nc2cc(C(=O)NNS(=O)(=O)c3cc(Br)ccc3Br)ccc21 | -5 | -5 | 9 | -12 | -2 | -6 | 2 | -2 | -5 |
| Clc1cnc(N/N=C/c2ccncc2)c(Cl)c1 | -3 | -5 | 0 | 1 | 4 | 0 | 1 | 0 | -1 |
| CCOC(=O)C1CCN(C(=O)Cc2cccc3ccccc23)CC1 | 5 | 6 | -1 | -7 | 3 | -7 | 4 | -4 | 3 |
| CCOC(=O)c1cc(C#N)c(N2CCCC2)nc1-c1ccccc1 | 2 | 3 | 2 | -3 | 9 | -21 | -6 | -15 | 1 |
| c1ccc(CCCc2nc(-c3cccnc3)no2)cc1 | -1 | 7 | 3 | -10 | 17 | -4 | 1 | -6 | 4 |
